S2 tox: reduces viability in counter-screen for ATXN expression inhibitors; S2 cells (HEK-293 line with an ATXN2-luciferase reporter) viability, CellTiter-Fluor protease fluorescence, 24 h; AID 651635; 0.49% of 400,000 active; Potency, µM (series often up to 56.7 µM), hits mostly cytotoxic; note: potency is the fitted concentration of half-maximal effect; nearly all actives have a fitted effect of over 40% in size
HepG2 viability: kills HepG2 cells in TGF-b inhibitor counter-screen; 0.76% of 410,000 active; HepG2 CAGA-GFP viability, ATP luminescence, 18 h; AID 588856; Potency, µM (top dose mostly 46.1 µM), inactives show at the highest dose activity change, negative = cytotoxicity, hits mostly cytotoxic; note: potency is the fitted concentration of half-maximal effect; some results filed as inactive show a strong effect at the top dose
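CellTiter-Glo luminescence gave cytotoxicity after 18 hours at 37 degrees C. The cells were HepG2 CAGA-GFP in 1% FBS DMEM, stimulated with 500 pg/mL TGF-beta after compound addition. %Activity was normalised to no-cell wells (complete cell-killing) and DMSO (no toxicity), and curves were fitted and classified.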
Nrf2 inh: Nrf2 pathway inhibition. A549 ARE-Fluc reporter, luciferase luminescence, 18-24 h. Potency, µM (highest dose often 46 µM), inactives show at the top dose activity change, negative = inhibition, most hits filed as inhibitors. 2.1% of 360,000 active; note: potency is the fitted concentration of half-maximal effect; % is set by controls: 0 for no effect and ±100 for the full control effect; nearly all actives have a fitted effect of over 60% in size
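Cells were seeded and rested 2 h, then exposed to compounds for 18-24 h. CellTiter-Fluor was read first as a viability measure. BugLite was added 15 min before the final luminescent read of ARE-luciferase activity in A549 cells.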
Nrf2 activator: activates Nrf2 signaling. AREc32 ARE-luciferase reporter (MCF7-derived line), luminescence, 24 h. Potency, µM (series often up to 46.1 µM), for the others: top-dose activation, hits mostly activators. 0.31% of 410,000 active; note: potency is the fitted concentration of half-maximal effect; % of control where 0% means no effect; nearly all actives have a fitted effect of over 65% in size
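Steps: seed AREc32_Fluc cells (1000/well, 5% FBS OPTI-MEM); incubate overnight at 37 deg C; add 23 nL compound; incubate 24 hr; add Steady-Glo; hold 30 min RT; read luminescence.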
MmCpn inh: inhibitors of Methanococcus maripaludis chaperonin (MmCpn); purified Mm-Cpn ATPase, ADP Transcreener TR-FRET; Potency, µM (titrated, usually from 76.9 µM), for inactives: at the highest dose activity, negative = inhibition, actives largely listed as inhibitors; 0.031% of 330,000 active; note: potency is the fitted concentration of half-maximal effect; % is set by controls: 0 for no effect and ±100 for the full control effect; nearly all actives have a fitted effect of over 80% in size
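Purified archaeal Mm-CPN (25nM final) preincubated 10 min at 37degC with compound, then 10uM ATP for 30 min at 37degC; ADP measured by HTRF Transcreener TR-FRET; buffer 30 mM TRIS pH 7.4, 100mM KCl, 5mM MgCl2, 1mM DTT.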
CCT modulator: changes cytosolic chaperonin activity. purified chaperonin ATPase assay, HTRF ADP detection, 30 min. activity change, % (no concentration beside the values), hits read low. 0.3% of 360,000 active. AID 651819; in the data active = activity change below about -30%; note: % is set by controls: 0 for no effect and ±100 for the full control effect
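Nucleotide hydrolysis assay: TRiC at 20–40 nM final (set by batch activity) with 10 uM ATP, 30 min at 37 °C, in presence of 76 uM compound. Detection by competitive ADP HTRF, 30 min ambient.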
Akt phos inh: Akt phosphorylation inhibition; Neuro2A IGF-stimulated pAkt S473 HTRF, 20 min; stronger effect = lower value; activity change, % for hits at 50 µM; 0.32% of 360,000 active; in the data active = activity change below about -80%; inconclusive = mostly about -51% to -80%; note: % is set by controls: 0 for no effect and ±100 for the full control effect
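Single-point screen (50 µM final compound) in Neuro2A cells stimulated 20 min with 6 nM IGF at 37 deg C. After lysis, Ser473-phosphorylated Akt read by HTRF (ex 330 nm, em 615/665 nm) as the 665/615 ratio.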
A549 viability: kills or reduces viability of A549 cells in Nrf2 counter-screen. A549 ARE-Fluc cells, CellTiter-Fluor viability, 18-24 h. Potency, µM (doses to about 46 µM), for inactives: at the highest dose activity change, negative = cytotoxicity, usual class: inhibitors. 0.16% of 390,000 active. AID 504648; note: potency is the fitted concentration of half-maximal effect; % is set by controls: 0 for no effect and ±100 for the full control effect
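A549 ARE-Fluc cells in 5% FBS OPTI-MEM, 5000 cells/well, rested 2 h then exposed to compounds in concentration-response for 18-24 h at 37 °C. Viability by CellTiter-Fluor fluorescence (Ex 405/Em 525) after 30 min; luciferase luminescence (BugLite, 15 min, RT) read afterwards.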
TGFb SMAD3 inh: TGF-b pathway inhibition. HepG2 CAGA-GFP TGF-b/SMAD3 reporter, GFP fluorescence, 18 h; TGF-beta stimulated, 500 pg/mL final. Potency, µM (series often up to 46.1 µM), for inactives: top-dose activity, negative = inhibition, usual class: inhibitors. 1.2% of 410,000 active. AID 588855; note: potency is the fitted concentration of half-maximal effect; % is set by controls: 0 for no effect and ±100 for the full control effect; nearly all actives have a fitted effect of over 65% in size
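HEPG2 CAGA-GFP, 1000 cells/well; 2 h settle, 37 C; cpd via pin tool; TGF-b 500 pg/mL final; 18 h, 37 C; GFP imaging ex488/em500-530; %Activity normalised to -TGF-b and +DMSO controls; CRC fit, curve class.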
Active calls of the source: *; i = inactive; ? = inconclusive; . = not tested or not shown. Unless noted, calls come from the whole dose curve; as a rule, active = well fitted curve in the direction sought with a large enough effect; inconclusive = small, poorly fitted or top-dose-only effect, or another doubt; inactive = no such curve, though single readings can be large; an effect the other way counts as inactive or inconclusive.

SMILES	S2 tox	HepG2 viability	Nrf2 inh	Nrf2 activator	MmCpn inh	CCT modulator	Akt phos inh	A549 viability	TGFb SMAD3 inh
CCCc1cc(=O)[nH]c(SCC(=O)NC)n1	i	-5%	1%	-0.3%	-1%	-0.9	i	-3%	4%
Cn1c(SCCN2CCCCC2)nnc1-c1ccccc1Br	i	10%	1%	-0.8%	-4%	-0.8	i	-4%	-10%
COc1cc(C(=O)NCCCNC(=O)c2cc(OC)c(OC)c(OC)c2)cc(OC)c1OC	i	-24%	-15%	-0.6%	.	0.1	i	-2%	0%
CCOC(=O)c1c(SCC(=O)Nc2nccs2)nc(C)c(C)c1C	.	-1%	?	0.4%	0%	-1.3	i	2%	?
CN(C)c1ccc(-c2nnn(CC(=O)Nc3ccc4c(c3)OCCO4)n2)cc1	i	-45%	1%	0.0%	-3%	-1.7	i	0%	-24%
O=C(C[C@H]1C[C@@H]2c3cc(NC(=O)Nc4ccccc4F)ccc3O[C@@H]2[C@H](CO)O1)NCc1ccccn1	i	-9%	.	2.8%	.	-3.4	i	.	-1%
O=C(c1ccccc1)c1ccc(C(=O)N2CCN(c3ccc(F)cc3)CC2)o1	i	-24%	?	0.4%	1%	-1.0	i	-11%	?
COc1ccc(CNc2ccc([N+](=O)[O-])cn2)cc1	i	4%	?	5.4%	1%	1.3	i	-17%	-33%
Cc1cc(Br)ccc1NC(=O)COc1cc(=O)n(C)c2ccccc12	i	-8%	5%	-0.1%	.	.	.	-3%	1%
CCOC(=O)CN1C(=N)N(c2nc(NC(C)C)nc(OC)n2)CC1=O	i	3%	11%	-0.8%	0%	0.9	i	0%	-4%
O=C(Nc1ncc(C(F)(F)F)cc1Cl)C1COc2ccccc2O1 (stereo not drawn)	i	10%	.	-0.7%	-1%	-3.2	i	15%	5%
COC(=O)C1=CN(c2ccc(Cl)cc2)C=C(C(=O)OC)C1c1ccc([N+](=O)[O-])cc1	i	1%	?	-0.5%	-2%	-2.0	i	-3%	-5%

A run of entries from the list above:
SMILES	S2 tox	HepG2 viability	Nrf2 inh	Nrf2 activator	MmCpn inh	CCT modulator	Akt phos inh	A549 viability	TGFb SMAD3 inh
CCCc1cc(=O)[nH]c(SCC(=O)NC)n1	i	-5%	1%	-0.3%	-1%	-0.9	i	-3%	4%
Cn1c(SCCN2CCCCC2)nnc1-c1ccccc1Br	i	10%	1%	-0.8%	-4%	-0.8	i	-4%	-10%
COc1cc(C(=O)NCCCNC(=O)c2cc(OC)c(OC)c(OC)c2)cc(OC)c1OC	i	-24%	-15%	-0.6%	.	0.1	i	-2%	0%
CCOC(=O)c1c(SCC(=O)Nc2nccs2)nc(C)c(C)c1C	.	-1%	?	0.4%	0%	-1.3	i	2%	?

(list continues)
SMILES	S2 tox	HepG2 viability	Nrf2 inh	Nrf2 activator	MmCpn inh	CCT modulator	Akt phos inh	A549 viability	TGFb SMAD3 inh
CCN(CC)S(=O)(=O)c1ccc(N2CCOCC2)c(NC(=O)COc2ccc(C#N)cc2)c1	i	-25%	9%	1.9%	-6%	-3.2	i	1%	6%
Cc1ccc2c(c1)/C(=N/O)CCS2	?	-1%	-13%	0.2%	2%	0.5	-113%*	-6%	13%
CCN(CC)S(=O)(=O)c1cccc(C(=O)NN2Cc3ccccc3C2=N)c1	i	-7%	8%	0.0%	0%	0.5	i	?	-6%
C[C@H](CO)N1C[C@H](C)[C@@H](CN(C)C(=O)Nc2ccc3c(c2)OCO3)Oc2c(NC(=O)C3CC3)cccc2C1=O	i	-9%	-23%	2.6%	0%	2.0	i	5%	-19%
COc1cc(/C=C2\CC(C(C)(C)C)C/C(=C\c3cc(OC)c(OC)c(OC)c3)C2=O)cc(OC)c1OC (stereo not drawn)	?	-71%	5.8µM*	?	1%	1.5	i	8.2µM*	11µM*
CC(C)Oc1cccc(C(=O)C2CCCN(C(=O)c3ccoc3)C2)c1 (stereo not drawn)	?	-18%	-7%	3.5%	1%	0.1	i	1%	5%
COc1ccc(CCn2c(=N)c(C(=O)NCC3CCCO3)cc3c(=O)n4ccccc4nc32)cc1 (stereo not drawn)	.	-3%	-8%	-2.5%	-3%	-4.0	.	13%	5%
Cc1cc(Sc2nc(N(C)C)nc(N(C)C)n2)nc(Cl)n1	i	19%	2%	3.8%	0%	0.7	i	4%	12%
Cc1ccc2c(c1)-c1c(c(C(=O)NCCc3ccccc3)nn1C)CS2	i	-7%	.	-1.3%	.	.	.	12%	-7%
COc1ccc(N(CC(=O)Nc2cc(OC)ccc2OC)S(=O)(=O)c2c(C)nn(C)c2C)cc1	i	-9%	-10%	8.3%	0%	-0.1	i	-2%	4%
CC(C)N(Cc1ccccc1)C(=O)c1cc2ccc3cccnc3c2[nH]1	.	-38%	?	-1.5%	.	.	.	-19%	11µM*
COc1ccc(OCC(=O)Nc2ccc3nn(-c4ccc(OC)cc4)nc3c2)cc1	.	-3%	.	2.3%	.	.	.	0%	0%
COc1cc(/C=C2\SC(N3CCC(C)CC3)=NC2=O)ccc1O	?	-15%	-14%	12%	0%	3.3	i	-7%	0%
O=C(NCC1CCCO1)c1ccc(COc2ccccc2)o1 (stereo not drawn)	i	0%	-9%	-2.3%	-1%	-5.0	i	-1%	-7%
CCCCN(CCCC)Cc1ccc(N)cc1	i	3%	8%	-0.1%	1%	-1.7	i	1%	-7%
CCN(CC)S(=O)(=O)c1cccc(N=NC2=C(O)CCCC2=O)c1	i	13%	-13%	10%	0%	2.8	i	-4%	1%
O=C(/C=C/c1ccco1)N1CCN(C/C=C/c2ccccc2)CC1	i	-33%	9%	?	-22%	-2.0	i	9%	-1%
COc1ccc(NC2=NCCCCC2)cc1	i	-18%	4%	-0.4%	0%	-0.6	i	7%	0%
O=C(Cn1cc(C(F)(F)F)ccc1=O)NCCc1ccc(Cl)cc1Cl	i	-3%	1%	-0.3%	-8%	0.2	i	-4%	-17%
CC(=O)N1CCc2c(sc(NC(=O)Cc3ccccc3)c2C(N)=O)C1	i	-24%	-3%	1.0%	2%	-0.7	i	11%	-2%
COc1ccc(CNC(=O)c2ccc3c(=O)n(CCCN4CCCC4=O)c(=S)[nH]c3c2)cc1	i	-10%	12%	0.4%	-3%	-1.4	i	2%	-13%
NC(N)=Nc1nc(-c2ccccc2)c2cc(F)ccc2n1	5.6µM*	-79%	?	3.5%	0%	0.4	i	?	?
Clc1ccc2nc(C3CCN(Cc4ccccc4)CC3)[nH]c2c1	i	-56%	-18%	3.6%	1%	-5.1	i	?	-8%
O=C(CSc1nccn1Cc1ccco1)Nc1ccccc1	i	2%	12%	1.4%	3%	-3.8	i	25%	-3%
CC1=CC(C)(C)N(C(=O)CN2C(=O)c3ccccc3C2=O)c2ccc(C)cc21	?	-7%	-23%	-0.5%	0%	-3.0	i	1%	1%
Cc1ccc(S(=O)(=O)N2CCN(Cc3ccccc3C(F)(F)F)CC2)cc1	i	-23%	.	-1.7%	0%	-3.1	i	17%	-28%
Cc1ccc(NC(=O)c2ccccc2-c2cc(C)no2)cc1	i	4%	12%	0.2%	2%	2.1	i	0%	16%
C=CCOC(=O)C1=C(C)OC(N)=C(C#N)C1c1ccco1 (stereo not drawn)	i	68%	15%	3.6%	2%	-0.9	i	23%	0%
COc1ccc(OCC#CCN2CC(C)OC(C)C2)cc1 (stereo not drawn)	i	5%	?	-0.3%	-1%	-2.4	i	0%	24%
Cc1nc2scc(-c3ccccc3)c2c(=O)n1N=C1C=CC(=O)C=C1	.	-1%	-13%	10µM*	2%	-3.6	i	-10%	-30%
O=C(Nc1ccon1)c1cc2c(s1)CCCCCC2	i	-5%	?	2.9%	-6%	-3.0	i	5%	11%
O=C(C1=C[C@@H](C2CCCCC2)C[C@@H](OCc2ccc(CO)cc2)O1)N1CCN(Cc2ccccc2)CC1	.	-13%	?	-0.2%	.	-1.9	i	-22%	?
CC(C)(C)OC(=O)[C@H](Cc1ccccc1)NC(=O)c1nc[nH]c1C(=O)NCCCCCN	i	-3%	-19%	0.6%	0%	-2.3	i	0%	-4%
COCCCNC(=S)N1CCN(c2nc3ccccc3s2)CC1	i	-3%	?	0.3%	0%	1.0	i	3%	1%
CCN(C(=O)CSc1nc2ccccc2c(=O)n1-c1cccc(C)c1)C1CCS(=O)(=O)C1 (stereo not drawn)	?	8%	-18%	-0.5%	2%	-3.2	i	-9%	?
CCn1c(SCC(=O)c2ccc(F)cc2)nnc1-c1ccoc1C	?	-3%	-6%	0.1%	1%	0.0	i	-2%	-8%
COc1cccc(CNC(=O)c2ccc(NC(=O)N3CC(C)Sc4ccccc43)cc2)c1 (stereo not drawn)	i	0%	?	4.2%	.	.	.	-5%	?
Cc1cc(C(=O)NNS(=O)(=O)c2ccc(F)cc2)nn1C(C)(C)C	i	-11%	9%	-0.6%	2%	-2.8	i	9%	0%
CCOc1cccc2cc(C(N)=O)c(=N)oc12	i	4%	7%	7.4%	-4%	0.2	i	3%	3%
Cc1ccc(S(=O)(=O)NC(=O)C2(C)CCN2C(=O)CC2CCCC2)nc1 (stereo not drawn)	i	11%	.	-1.0%	.	-1.4	i	.	25%
CC(=O)c1ccc(NC(=O)CSc2nnc(-c3ccncc3)n2C2CC2)cc1	i	-18%	-4%	0.1%	-19%	0.5	i	-5%	-25%
Cc1cc(O)ccc1C1(c2ccc(O)cc2C)OC(=O)c2ccccc21	i	-4%	.	2.7%	2%	-0.3	i	2%	?
Cc1cc(C)nc(NC(=O)Cc2ccc(Cl)cc2)c1	i	1%	-3%	-0.3%	1%	0.1	i	0%	-6%

Bioassay records from PubChem.
